mIDH1 inhibitor: qHTS for Inhibitors of mutant isocitrate dehydrogenase 1 (IDH1): qHTS. 390,000 tested, 0.093% active. Potency, µM (doses to about 76.6 µM), for the others: at the highest dose activity change, negative = inhibition, most hits filed as inhibitors. IDH1-R132H enzyme, NADPH consumption, diaphorase/resazurin fluorescence; also: potency is read from the fitted curve at half-maximal effect; % is scaled to controls: 0 for no effect and ±100 for the full control effect; nearly all actives have a fitted effect of over 65% in size
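IDH1-R132H (0.5 ug/mL dispensed) in pH 7.5 Tris buffer was preincubated 30 min with compound, then given a substrate mix of 0.016 mM NADPH and 2 mM alpha-KG for 80 min at room temperature; remaining NADPH was read by diaphorase/resazurin fluorescence.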
rTrxR1 inhibitor: qHTS Assay for Inhibitors of Mammalian Selenoprotein Thioredoxin Reductase 1 (TrxR1): qHTS | Thioredoxin reductase 1, cytoplasmic (Rattus norvegicus), O89049 | recombinant rTrxR1, NADPH fluorescence consumption, selenite substrate | Potency, µM (doses to about 114 µM), for inactives: at the highest dose activity change, negative = inhibition, actives largely listed as inhibitors | 390,000 tested, 1% active | AID 588453, 2011; also: potency is read from the fitted curve at half-maximal effect; % is scaled to controls: 0 for no effect and ±100 for the full control effect; nearly all actives have a fitted effect of over 65% in size
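Rat TrxR1 (90 nM in the dispensed reagent) was pre-reduced with 400 uM NADPH for 5 min at room temperature, then incubated with compound for 15 min. After 400 uM selenite was added, NADPH fluorescence (Ex 340/Em 450 nm) was followed for 8 min.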
Pin1 inh: qHTS Assay to Find Inhibitors of Pin1; AID 504891, 2011; 390,000 tested, 0.009% active; Peptidyl-prolyl cis-trans isomerase NIMA-interacting 1 (Homo sapiens), Q13526; Pin1 FP peptide displacement, HiFluor488, 10 min; Potency, µM (top dose mostly 115 µM), inactives show at the highest dose activity, negative = inhibition, usual class: inhibitors; active = well fitted inhibition curve with a large enough effect in the polarisation, with a control signal flat, not every such curve was filed as active; inconclusive = small, poorly fitted or top-dose-only effect, or effect the other way, or a change in a side signal; inactive = no such curve, though single readings can be large or run the other way; the % refers to the polarisation; also: potency is read from the fitted curve at half-maximal effect; % is scaled to controls: 0 for no effect and ±100 for the full control effect
Target sequence (Q13526 whole entry, looked up): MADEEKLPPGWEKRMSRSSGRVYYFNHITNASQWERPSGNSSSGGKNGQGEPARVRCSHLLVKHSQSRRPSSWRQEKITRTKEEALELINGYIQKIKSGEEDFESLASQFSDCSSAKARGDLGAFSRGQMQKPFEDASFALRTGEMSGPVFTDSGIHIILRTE
TrxR1 substrate: qHTS Assay for Substrates of Mammalian Selenoprotein Thioredoxin Reductase 1 (TrxR1): qHTS. purified TrxR1 substrate turnover, NADPH consumption readout. Potency, µM (series often up to 114 µM), without a hit: at the highest dose activity change, negative = substrate turnover. 390,000 tested, 0.01% active. AID 588456, 2011; also: potency is read from the fitted curve at half-maximal effect; % is scaled to controls: 0 for no effect and ±100 for the full control effect; nearly all actives have a fitted effect of over 50% in size
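Rat TrxR1, dispensed at 90 nM, was prereduced with 400 uM NADPH (final) for 5 min at ~22 deg C, then incubated with compound 15 min before 400 uM selenite. A first-read NADPH fluorescence drop versus no-compound background flagged substrates.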
USP1 inh: Inhibitors of USP1/UAF1: Primary Screen. recombinant USP1/UAF1, Ub-Rhodamine cleavage fluorescence. Potency, µM (top dose mostly 57.1 µM), for inactives: top-dose activity change, negative = inhibition, usual class: inhibitors. 390,000 tested, 0.23% active. AID 743255, 2014; also: potency is read from the fitted curve at half-maximal effect; % is scaled to controls: 0 for no effect and ±100 for the full control effect; nearly all actives have a fitted effect of over 60% in size; inactives centre near -12
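High-throughput fluorogenic screen: 1nM USP1/UAF1 complex, Ub-Rho substrate 150nM final, 50mM HEPES pH 7.8 with 0.5mM EDTA, 0.1 mg/ml BSA, 1mM TCEP and 0.01% Tween-20.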
D2 antag: HTS Assay for Allosteric Antagonists of the Human D2 Dopamine Receptor: Primary Screen for Antagonists. HEK293 TREx D2 cells, calcium flux, dopamine EC80. 340,000 tested, 2% active. inhibition, % at 10 µM; in the data active = inhibition above about 30%; also: 0% is about no effect
Target sequence (P14416 whole entry, looked up): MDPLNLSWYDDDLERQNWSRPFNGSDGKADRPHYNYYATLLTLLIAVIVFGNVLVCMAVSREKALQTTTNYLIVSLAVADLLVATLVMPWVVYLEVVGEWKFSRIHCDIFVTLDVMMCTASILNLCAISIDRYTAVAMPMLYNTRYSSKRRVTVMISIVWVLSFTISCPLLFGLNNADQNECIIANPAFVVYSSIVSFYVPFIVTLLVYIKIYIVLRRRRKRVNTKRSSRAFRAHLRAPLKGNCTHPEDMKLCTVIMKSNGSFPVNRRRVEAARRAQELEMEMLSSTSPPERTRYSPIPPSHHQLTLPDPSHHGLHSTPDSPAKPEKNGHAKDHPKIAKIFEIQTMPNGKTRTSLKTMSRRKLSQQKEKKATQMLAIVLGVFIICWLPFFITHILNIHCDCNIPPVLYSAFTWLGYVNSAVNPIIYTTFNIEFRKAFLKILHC
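Antagonism is scored as inhibition of an EC80 dopamine-evoked calcium signal in a force-coupled, tetracycline-inducible HEK293 T-REx D2 line, with compound present 180 s before agonist.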
D2 agonist: HTS Assay for Allosteric Agonists of the Human D2 Dopamine Receptor: Primary Screen for Agonists; 340,000 tested, 0.53% active; activation, % at 2 µM; HEK293 T-REx D2 cells, calcium flux agonist mode;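 active = activation over 3 SD above normal in the single-dose calcium agonist read, cut at about 30% in these data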; also: 0% is about no effect
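Tetracycline-induced HEK293 Trex cells with D2 receptor force-coupled to calcium signaling, plated overnight at 30 C and loaded with no-wash calcium dye. Calcium flux read kinetically for 180 s after compound addition; responses flag agonists.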
TRHR PAM: qHTS for Small Molecule Agonists and Allosteric Enhancers of Human TRH Receptor: Primary Screen for Enhancers; Thyrotropin-releasing hormone receptor (Homo sapiens), P34981; TRHR cells, fluo-8 calcium fluorescence, EC20 TRH enhancement; enhancement, % at 2 µM; 360,000 tested, 0.66% active; AID 493056, 2011; in the data active = enhancement above about 30%; also: 0% is about no effect
Target sequence (P34981 whole entry, looked up): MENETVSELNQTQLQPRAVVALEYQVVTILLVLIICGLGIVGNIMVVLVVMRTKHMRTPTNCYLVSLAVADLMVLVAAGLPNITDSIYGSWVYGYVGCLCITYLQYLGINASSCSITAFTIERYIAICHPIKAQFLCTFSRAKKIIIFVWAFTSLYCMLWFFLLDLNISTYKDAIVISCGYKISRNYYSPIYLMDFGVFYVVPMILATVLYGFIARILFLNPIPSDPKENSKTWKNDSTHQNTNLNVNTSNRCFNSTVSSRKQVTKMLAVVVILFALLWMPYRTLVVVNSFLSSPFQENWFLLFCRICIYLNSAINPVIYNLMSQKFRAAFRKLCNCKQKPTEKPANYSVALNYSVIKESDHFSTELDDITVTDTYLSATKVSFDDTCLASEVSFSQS
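Enhancer read-out: after compound pinning and an initial kinetic agonist-mode read, an EC20 of TRH (10 nM final) was injected and fluo-8 calcium signal (Ex 480/Em 530) followed at 1 s/cycle for 100 cycles in TRHR-expressing cells.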
TRHR ag: qHTS for Small Molecule Agonists and Allosteric Enhancers of Human TRH Receptor: Primary Screen for Agonists | TRHR cells, calcium flux fluo-8, FDSS agonist mode | activation, % at 2 µM | 360,000 tested, 0.18% active | AID 493084, 2011; in the data active = activation above about 30%; also: 0% is about no effect
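Steps: seed TRHR cells overnight; add fluo-8 no-wash Ca dye, RT 30 min–1.5 h; record 10 s baseline; pin-transfer compounds; monitor fluorescence 1 cycle/s for the agonist window. Calcium increases flag candidate agonists.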
Starred values were filed as active, the others as inactive; u = inconclusive; x = not tested or not shown; & = joins results of further samples; [ ] = another dose, or the depositor's remark. Unless noted, calls follow the shape of the dose curve; as a rule, active = well fitted inhibition curve with a large enough effect; inconclusive = small, poorly fitted or top-dose-only effect; inactive = no such curve, though single readings can be large or run the other way. These rows are one share of the data. The share of hits here may be higher or lower than overall.

SMILES	mIDH1 inhibitor	rTrxR1 inhibitor	Pin1 inh	TrxR1 substrate	USP1 inh	D2 antag	D2 agonist	TRHR PAM	TRHR ag
COc1ccc(C(=O)N2CC(c3ccccc3)CC2=O)cc1 (stereo not drawn)	-1.9%	-2.0%[57.1 µM]	-2.2%	-3.6%	4.7%	-17.4	0.2	-8.5	-0.8
CCOC(=O)/C(C#N)=C/c1cn(CCC(=O)O)nc1-c1cccc(Cl)c1	6.8%	5.9%[57.1 µM]	0.1%	-2.2%[57.1 µM]	-14.3%	-25.5	2.1	-6.0	0.4
CC[C@]12c3[nH]c4cc(-c5ccco5)ccc4c3CCN1C(=O)[C@@H](CC(=O)NCc1cccc(C(F)(F)F)c1)C[C@@H]2C(=O)N1CCN(C(=O)c2ccco2)CC1	-2.0%[38.3 µM]	-13.8%	36.2%[activator]	6.2%	-32.7%	x	x	x	x
CCC(C)N=C1SCC(C)(/C=N/O)S1 (stereo not drawn)	8.3%	25.7%[57.1 µM]	-6.2%	7.4%[57.1 µM]	-4.6%	0.3	1.2	-4.7	0.1
Cc1cccc(CCNC(=O)c2ccc3c(c2)nc2n3CCCCC2)c1	21.2%	5.6%[57.1 µM]	-2.0%	0.7%[57.1 µM]	-11.0%	x	x	-5.0	-0.2
CC1CN(C(=O)C(C)Sc2nnnn2C)CC(C)O1 (stereo not drawn)	4.7%	13.1%	-1.0%	4.8%	-19.6%	8.9	0.7	-0.8	1.0
COc1ccc(C(C(=O)NCC2CCCO2)N(C(=O)CNC(=O)c2cccs2)c2ccc(NC(C)=O)cc2)cc1OC (stereo not drawn)	5.0%	9.6%[57.1 µM]	6.4%	7.6%[57.1 µM]	0.5%	14.6	-0.3	18.4	0.2
COc1cccc(CN2CCCC(CNC(=O)c3ccc(F)cc3)C2)c1OC (stereo not drawn)	6.3%	17.0%	-4.2%	4.5%	-13.6%	-8.6	-2.6	4.1	-1.0
N/C(=N\c1nc2ccccc2o1)NC(=O)c1cccc(Br)c1	8.8%	20.4%[57.1 µM]	0.9%	0.8%[57.1 µM]	-12.1%	-6.1	1.5	-4.6	0.7
CSc1nc2sc3c(c2c(=O)n1C)CCC(C)C3 (stereo not drawn)	3.3%	-9.3%	-7.2%	11.4%	-13.4%	-9.3	0.3	1.9	-0.3
CCc1ccc(OCC(=O)Nc2ccc(-c3nc4ccccc4o3)c(O)c2)cc1	0.4%	-1.4%[57.1 µM]	-0.9%	11.2%[57.1 µM]	-12.6%	x	x	1.9	-1.0
Cc1nc(SCC(=O)NC2CCS(=O)(=O)C2)c2c3c(sc2n1)CCC3 (stereo not drawn)	0.1%	10.6%[57.1 µM]	8.0%	7.8%[57.1 µM]	-2.2%	x	x	x	x
C=CCN1C=C/C(=C\C=C(C#N)C#N)c2ccccc21	12.2%	1.1%[57.1 µM]	u	-19.9%[57.1 µM]	-23.3%	13.2	1.2	-5.2	9.5
Cc1c(Cl)cccc1NC(=O)C1CCN(c2cnccn2)CC1	0.0%	-0.1%	-6.9%	2.4%	2.5%	-5.7	-0.8	0.6	-1.3
O=c1c2ccccc2c(C=Nc2ccc(Cl)cn2)c(O)n1-c1cc(Cl)ccc1N1CCOCC1	5.9%	3.5%	-6.8%	-0.1%	-8.9%	14.4	0.4	-4.1	0.1
O=S(=O)(NCCc1ccccn1)c1ccc(F)c(F)c1	-5.1%	5.7%	2.6%	2.1%	-15.2%	-13.9	0.4	4.6	0.2
CC(C)NC(=O)c1sc(=S)n2c1[nH]c(=O)c1ccc(C(=O)NCCc3ccc(Cl)cc3)cc12	-7.1%	-9.4%	7.2%	-4.9%	-19.0%	6.7	0.2	-8.9	0.5
O=C(Nc1cccc(Cl)c1N1CCCCC1)c1ccc(N2CCOCC2)c([N+](=O)[O-])c1	-2.4%	9.9%	8.8%	-0.5%	1.3%	1.1	1.3	2.0	0.1
CCn1ncc(S(=O)(=O)N2CCN(c3cccc(OC)c3)CC2)c1C	2.0%	9.0%	-3.3%	-4.6%	-8.5%	1.3	-1.1	24.6	0.1
COc1ccc(Br)c(-c2nnc(CS(=O)(=O)c3ccccc3)o2)c1	6.6%	-0.1%[57.1 µM]	-6.6%	-5.0%[57.1 µM]	-0.4%	10.3	-0.3	-2.6	0.1
Cc1cccc(NC(=O)NCC(F)(F)F)n1	0.3%	-3.6%	-1.4%	0.4%	-15.4%	-4.9	-0.1	-13.9	0.2
COc1ccc(CNC(=O)COC(=O)[C@H](Cc2c[nH]c3ccccc23)NC(=O)c2cccs2)cc1	7.3%	-13.7%	8.7%	-6.3%	-8.5%	-3.4	1.4	-4.2	0.6
CCOC(=O)c1c(NC(=O)CSc2nnc(-c3cccnc3)o2)sc(C)c1C	1.3%	3.0%	-3.4%	1.3%	-14.8%	0.8	0.4	0.8	-0.1
O=C(NCCc1ccccc1)[C@@H]1CC=C[C@@H]2CCN(C3CCCCC3)C(=O)[C@@H]21	-10.0%	19.8%&6.1%	4.8%	4.9%&-3.5%	-26.8%	x	x	x	x
O=[N+]([O-])c1ccc(N(CC2CO2)S(=O)(=O)c2ccccc2)cc1 (stereo not drawn)	-3.8%	-11.1%	7.7%	-1.8%	-6.0%	8.7	-3.0	3.1	0.5
CCCCn1c(N)c(N(CCOC)C(=O)C(C)N2C(=O)c3ccccc3C2=O)c(=O)[nH]c1=O (stereo not drawn)	-10.5%	9.0%	-0.1%	2.8%	-10.1%	7.7	1.4	4.7	0.2
CCN(CC(=O)Nc1ccc(NC(C)=O)cc1)C(=O)C1CCCC1	10.4%	-16.8%	-7.5%	-15.5%	-7.8%	x	x	-1.6	-1.0
Cc1[nH]c(=S)[nH]c(=O)c1CCOc1ccccc1	3.5%	-24.3%	u	-3.7%	-3.3%	-9.8	0.0	-9.7	1.0
CCCCn1cnc(C(=O)OCC)c1N	11.8%	13.8%[57.1 µM]	-0.4%	-6.5%[57.1 µM]	-7.6%	1.6	-0.2	-3.4	0.5
CC(C)C(=O)Nc1ccc(NC(=O)c2ccc3c(c2)OCO3)cc1	-3.6%	15.7%	-1.2%	7.8%[2.29 µM]	-20.6%	-1.3	1.8	-5.0	0.7
COc1cccc(NC(=O)C(=O)N/N=C/c2ccc3c(c2)OCO3)c1	3.0%	13.7%	-9.9%	2.7%	-2.4%	2.7	0.3	-5.6	0.0
O=C(c1ccc(F)cc1)N1CCN(Cc2ccccc2)CC1	1.1%	11.8%[57.1 µM]	-2.2%	3.1%[57.1 µM]	-7.3%	3.0	0.3	1.6	0.3
COc1ccc(N2CCN(C(=O)C3CCN(S(=O)(=O)Cc4ccccc4)CC3)CC2)cc1	-12.6%	6.6%	-1.8%	-1.5%	-17.6%	x	-1.0	-0.1	0.0
Cc1ccnc(NC(=O)CCC(=O)N(CC(=O)NCc2ccccc2)c2ccc3c(c2)OCO3)c1	0.2%	3.5%[57.1 µM]	-5.4%	0.4%	-0.6%	x	x	-2.8	-0.1
O=C(NNc1c([N+](=O)[O-])cc(C(F)(F)F)cc1[N+](=O)[O-])c1ccco1	9.9%	12.2%	1.5%	-9.5%	-14.2%	-11.6	3.7	-4.0	2.3

By substructure, the entries above with an NH in an aromatic ring
SMILES	mIDH1 inhibitor	rTrxR1 inhibitor	Pin1 inh	TrxR1 substrate	USP1 inh	D2 antag	D2 agonist	TRHR PAM	TRHR ag
CC[C@]12c3[nH]c4cc(-c5ccco5)ccc4c3CCN1C(=O)[C@@H](CC(=O)NCc1cccc(C(F)(F)F)c1)C[C@@H]2C(=O)N1CCN(C(=O)c2ccco2)CC1	-2.0%[38.3 µM]	-13.8%	36.2%[activator]	6.2%	-32.7%	x	x	x	x
CC(C)NC(=O)c1sc(=S)n2c1[nH]c(=O)c1ccc(C(=O)NCCc3ccc(Cl)cc3)cc12	-7.1%	-9.4%	7.2%	-4.9%	-19.0%	6.7	0.2	-8.9	0.5
COc1ccc(CNC(=O)COC(=O)[C@H](Cc2c[nH]c3ccccc23)NC(=O)c2cccs2)cc1	7.3%	-13.7%	8.7%	-6.3%	-8.5%	-3.4	1.4	-4.2	0.6
CCCCn1c(N)c(N(CCOC)C(=O)C(C)N2C(=O)c3ccccc3C2=O)c(=O)[nH]c1=O (stereo not drawn)	-10.5%	9.0%	-0.1%	2.8%	-10.1%	7.7	1.4	4.7	0.2
Cc1[nH]c(=S)[nH]c(=O)c1CCOc1ccccc1	3.5%	-24.3%	u	-3.7%	-3.3%	-9.8	0.0	-9.7	1.0

Screening results as filed in PubChem BioAssay.
